CHRM5 PAM = potentiates acetylcholine response at human M5 receptor. AID 624038. 0.3% of 360,000 active. activation, % at 3 µM. P08912. CHO-K1 hM5, Fluo-8 calcium, ACh EC20 PAM; 0% = ACh EC20, 100% = ACh EC100;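 active = activation above the run cutoff, the mean activation of all test compounds plus 3 SD, cut at about 18% in these data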
Target sequence (P08912 whole entry, looked up): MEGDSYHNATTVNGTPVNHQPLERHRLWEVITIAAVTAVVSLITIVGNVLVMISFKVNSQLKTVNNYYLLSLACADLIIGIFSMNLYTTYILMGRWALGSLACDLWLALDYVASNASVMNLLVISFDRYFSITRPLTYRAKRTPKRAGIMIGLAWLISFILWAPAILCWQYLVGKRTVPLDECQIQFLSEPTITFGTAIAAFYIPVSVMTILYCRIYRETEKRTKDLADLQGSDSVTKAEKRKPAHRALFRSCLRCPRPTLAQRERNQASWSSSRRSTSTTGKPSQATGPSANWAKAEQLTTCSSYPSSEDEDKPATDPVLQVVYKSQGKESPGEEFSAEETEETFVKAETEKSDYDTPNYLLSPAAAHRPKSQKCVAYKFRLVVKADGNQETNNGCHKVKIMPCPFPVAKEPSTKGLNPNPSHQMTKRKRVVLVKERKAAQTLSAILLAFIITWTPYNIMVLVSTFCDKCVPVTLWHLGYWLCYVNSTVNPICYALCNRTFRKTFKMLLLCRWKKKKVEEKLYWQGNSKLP
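system = human M5 receptor in CHO-K1 cells | compound = one concentration, 3 µM final (nominal) | schedule = Post-acetylcholine fluorescence recording 140 s | signal = Fluo-8 calcium dye fluorescence, kinetic read | benchmarks = low control EC20 acetylcholine (0%), high control EC100 acetylcholine (100%) | repeats = singlicate, one well per test compound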
M4 ag = CHRM4 agonism in calcium assay | CHO-K1 hM4/Gqi5, Fluo-8 calcium fluorescence; vehicle 0%, full acetylcholine response 100% | activation, % at 3 µM | P08173 | 0.14% of 360,000 active;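 active = activation above the run mean over all test wells plus 3 SD, cut at about 32% in these data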;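 note: peak over basal fluorescence ratio per well then scaled between controls; 0% = DMSO wells and 100% = acetylcholine at EC100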
Target sequence (P08173 whole entry, looked up): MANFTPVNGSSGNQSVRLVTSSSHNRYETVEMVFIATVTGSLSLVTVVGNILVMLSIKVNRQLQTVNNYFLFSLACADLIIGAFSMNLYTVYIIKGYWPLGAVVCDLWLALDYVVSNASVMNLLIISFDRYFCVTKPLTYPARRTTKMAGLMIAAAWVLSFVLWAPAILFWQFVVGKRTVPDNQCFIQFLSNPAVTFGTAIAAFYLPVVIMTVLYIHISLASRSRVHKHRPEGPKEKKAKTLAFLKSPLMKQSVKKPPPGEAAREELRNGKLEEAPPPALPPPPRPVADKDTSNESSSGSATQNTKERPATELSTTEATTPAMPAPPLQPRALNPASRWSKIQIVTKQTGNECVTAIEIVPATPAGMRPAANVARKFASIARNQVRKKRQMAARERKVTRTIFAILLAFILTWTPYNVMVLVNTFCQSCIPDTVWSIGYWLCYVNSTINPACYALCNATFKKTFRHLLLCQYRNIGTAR
CRFBP-R2 agonist = CRF-BP/CRF-R2 complex agonism; HEK293 CRF-R2/CRF-BP, calcium dye fluorescence (FLIPR); percent of saturating CRF peptide response; activation, % at 13.2 µM; 0.46% of 350,000 active;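 active = activation of at least 50%, plus an integration ratio under a set limit after plate pattern correction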;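 note: plate controls were neutral control wells without compound for no effect and CRF at EC100 for full effect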
M5 antag = blocks acetylcholine activation of human M5 receptor; P08912; CHO-hM5 cells, Fluo-8 calcium fluorescence, ACh EC80; inhibition, % at 3 µM; 0.59% of 360,000 active; AID 624040;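 active = inhibition above a per-plate cutoff, the mean of that plate's test compounds plus 3 SD, cut at about 27% in these data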;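 note: 0% = acetylcholine EC80 with DMSO and 100% = DMSO without agonist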
CHRM4 PAM = positive allosteric modulators of human muscarinic M4 receptor; P08173; CHO-K1 hM4/Gqi5, Fluo-8 calcium fluorescence, ACh EC20; 0% = ACh EC20, 100% = maximal ACh; activation, % at 3 µM; 0.4% of 360,000 active;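 active = activation above its plate's cutoff, the mean activation of sample wells plus 3 SD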; note: some results filed as inactive read as strong as hits
CHRM5 agonist = agonists of human muscarinic M5 receptor (CHRM5) | P08912 | CHO-K1 hM5 cells, Fluo-8 calcium fluorescence; 0% DMSO wells, 100% maximal acetylcholine response | activation, % at 3 µM | 0.19% of 360,000 active | AID 624037;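 active = activation above the run's mean over test compounds plus 3 SD, cut at about 23% in these data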;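 note: signal is peak over basal fluorescence ratio across the kinetic read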
CRFR2-BP antag = antagonists of CRF-binding protein/CRF-R2 receptor complex; HEK293 CRF-R2/CRF-BP, CRF-induced calcium fluorescence; inhibition, % at 11.8 µM; 0.59% of 350,000 active;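 active = inhibition of the ligand-induced calcium signal above about 50% at the single tested concentration, limit read from the data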
IDE inh = inhibitors of human insulin-degrading enzyme in cells; HEK cells, FAbetaB cleavage, fluorescence polarization; inhibition, % at 5.59 µM; 0.41% of 320,000 active; AID 434962;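 active = percent inhibition above the average of all tested compounds plus 3 SD, set per screening campaign, cut at about 16% in these data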;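 note: IDE supplied by intact live HEK cells; FP after avidin binding of uncleaved biotin substrate so inhibition keeps polarization high; 0% = DMSO wells and 100% = 60 µM reference IDE inhibitor Ii1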
M4 antag = CHRM4 antagonism in calcium assay. P08173. inhibition, % at 3 µM. CHO-hM4 cells, ACh EC80, Fluo-8 calcium fluorescence. 0.73% of 360,000 active;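 active = inhibition above its plate's cutoff, the mean inhibition of sample wells plus 3 SD, cut at about 27% in these data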;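 note: 0% = acetylcholine EC80 with DMSO and 100% = DMSO without agonist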
Starred values were filed as active, the others as inactive; · = no result given.

SMILES	CHRM5 PAM	M4 ag	CRFBP-R2 agonist	M5 antag	CHRM4 PAM	CHRM5 agonist	CRFR2-BP antag	IDE inh	M4 antag
CC(=O)c1cc2c(cc1NC(=O)CN1CCCCC1C)OCO2 (stereo unspecified)	-7	-1	-1.2	11	0	0	4	8	3
COc1ccccc1NC(=O)COC(=O)C1CCCC1	2	1	-0.1	1	4	1	1	-2	-6
OCC1OC(n2cnc3ccccc32)CC1O (stereo unspecified)	-5	0	-1.4	10	-3	0	6	3	9
COc1cc(NC(=O)Nc2cccc([N+](=O)[O-])c2)cc(OC)c1	-17	18	0.8	16	-19	8	12	0	5
O=S(=O)(c1ccccc1)N1N=C(c2ccc(Cl)cc2)CC1c1ccco1 (stereo unspecified)	3	1	1.6	-2	1	-1	2	·	1
O=C(COc1ccccc1)N[C@@H]1c2ccccc2CC[C@H]1OCc1ccccc1	-4	2	0.5	0	2	-2	4	·	-4
CCOC(=O)C1(Cc2ccccc2)C(=O)N(CCCN(C)C)c2ccccc21 (stereo unspecified)	-8	1	-0.1	7	-10	-20	8	-2	7
COc1ccc(NC(=O)Cn2ccc3c(OC)cccc3c2=O)cc1	0	0	0.2	6	0	-3	6	-3	7
CC(C)n1c(N2CCN(C(=O)NCc3ccccc3)CC2)nc2ccccc21	-6	3	-0.6	4	4	-2	15	2	-2
CCCNC(=O)Cn1c(=O)cnc2ccccc21	8	1	0.6	-2	19	3	20	1	-6
COC(=O)CCN1CCC(c2cc(-c3cccc(C(F)(F)F)c3)n[nH]2)CC1	-3	1	1.0	7	7	0	-38	2	-10
Cc1ccc(NC(=O)CSc2ccc(-c3ccco3)nn2)cc1	8	2	-1.1	0	3	3	2	1	-6

Taken from above:
IDE inh, `COc1ccc(NC(=O)Cn2ccc3c(OC)cccc3c2=O)cc1` → -3
CHRM5 agonist, `COC(=O)CCN1CCC(c2cc(-c3cccc(C(F)(F)F)c3)n[nH]2)CC1` → 0
IDE inh, `Cc1ccc(NC(=O)CSc2ccc(-c3ccco3)nn2)cc1` → 1
CRFBP-R2 agonist, `OCC1OC(n2cnc3ccccc32)CC1O` (stereo unspecified) → -1.4

Other records follow.
SMILES	CHRM5 PAM	M4 ag	CRFBP-R2 agonist	M5 antag	CHRM4 PAM	CHRM5 agonist	CRFR2-BP antag	IDE inh	M4 antag
CC(C)(C)n1nc(Cc2cccc3ccccc23)c2c(N)ncnc21	0	5	5.9	3	21	5	-44	-6	-4
O=C1CS/C(=N/N=C/c2cccs2)N1	4	0	-0.2	2	-1	-2	6	1	3
Cc1ccn2cc(CCNS(=O)(=O)c3ccc(F)c(C(F)(F)F)c3)nc2c1	-4	1	-0.3	-3	0	0	28	4	-16
CC(=O)N1CCC(C(=O)NCCOc2ccc(C)cc2)CC1	3	0	0.3	8	2	-2	5	-2	-16
CCOC(=O)CCN(Cc1ccccc1)S(=O)(=O)c1csc(C(N)=O)c1	1	3	-0.7	0	1	2	-21	-3	-10
COc1ccc(-n2nc(C(=O)NCC(=O)N3CCN(c4ccccc4OC)CC3)c3ccccc3c2=O)cc1OC	-6	14	-0.4	13	-6	3	9	-3	6
CCN1CCCC1CNC(=O)c1csc2c1CCCC2 (stereo unspecified)	-6	0	8.8	2	-11	-7	-24	1	7
COC(=O)c1sccc1NC(=S)N1CCCCC1C (stereo unspecified)	-2	-1	12	-3	6	-8	13	-1	-16
Cc1ccc(C(=O)Nc2nc(=O)n(C(=O)c3ccccc3Cl)s2)cc1	1	0	-0.8	-2	12	-1	9	·	-2
O=c1cc(O)c2sc(Nc3ccc(F)c(Cl)c3)nc2[nH]1	-11	15	3.0	10	-8	2	3	8	-3
Cc1cc(C)c(S(=O)(=O)c2ccccc2C)c(Oc2ccccc2)n1	-2	-1	1.6	5	9	-10	31	3	0
CCSc1cc(N2CCCC2)nc(-c2ccc(C)cc2)n1	-1	0	5.2	2	5	-2	-77	1	-3
CCOC(=O)c1ccc(-n2c(C)nc3ccc(Br)cc3c2=O)cc1	-3	2	-0.1	11	-18	2	3	8	3
O=C(NCc1ccccn1)c1c(Cl)cccc1Cl	-3	0	2.2	3	2	-5	7	1	10
CCN(CC)c1nc(SCC(=O)O)nc(N(CC)CC)n1	1	1	2.6	2	13	1	-5	5	-14
CSc1ncccc1C(=O)OC(C)C(=O)Nc1ccc2c(c1)OCCO2 (stereo unspecified)	-6	0	-0.2	14	3	0	-4	·	-10
Cc1c(Cl)cccc1NC(=O)CNC(=O)c1ccccc1F	1	1	-3.9	-10	2	-4	19	1	0
Cn1nc(C(F)(F)F)c(-c2ccc(Br)cc2)c1NC(=O)c1ccco1	-10	2	-1.0	-3	-20	-9	18	12	-7
C=CCOn1c(=O)c(-c2cccs2)[n+]([O-])c2ccccc21	-3	0	2.5	-12	0	1	-5	-2	-17
O=C(Cc1cccs1)Nn1c(Cc2cccs2)nc2ccccc2c1=O	-3	1	4.7	12	-2	-2	-24	3	14
CCCNC(=O)CN1C(=O)NC(CCSC)C1=O (stereo unspecified)	0	0	0.0	4	7	-3	-10	-3	10
Nn1c(-c2ccccn2)nnc1-c1ccccn1	2	1	0.7	1	2	1	-5	-2	10
OCCNCCOc1ccc(Cl)c(Cl)c1	-2	1	-0.2	-4	3	-1	14	-2	11
COC(=O)CSc1nc(C2CC2)cc(C(F)(F)F)c1C#N	-7	1	-0.8	4	-2	-10	-12	2	-4

Reprinted from the part before: 5 entries, followed by the next part.
SMILES	CHRM5 PAM	M4 ag	CRFBP-R2 agonist	M5 antag	CHRM4 PAM	CHRM5 agonist	CRFR2-BP antag	IDE inh	M4 antag
O=C(Cc1cccs1)Nn1c(Cc2cccs2)nc2ccccc2c1=O	-3	1	4.7	12	-2	-2	-24	3	14
CCCNC(=O)CN1C(=O)NC(CCSC)C1=O (stereo unspecified)	0	0	0.0	4	7	-3	-10	-3	10
Nn1c(-c2ccccn2)nnc1-c1ccccn1	2	1	0.7	1	2	1	-5	-2	10
OCCNCCOc1ccc(Cl)c(Cl)c1	-2	1	-0.2	-4	3	-1	14	-2	11
COC(=O)CSc1nc(C2CC2)cc(C(F)(F)F)c1C#N	-7	1	-0.8	4	-2	-10	-12	2	-4
O=C(O)COc1ccccc1C=NNc1ccc([N+](=O)[O-])cc1S(=O)(=O)Nc1ccc(Cl)cc1	-8	2	-0.3	7	3	8	12	-2	-4
CSc1nc(S(=O)(=O)c2ccc(C)cc2)c(Cl)s1	4	0	-1.4	1	-9	-10	6	-7	8
CC(C)(C)OC(=O)NCCCCCNC(=O)c1[nH]cnc1C(=O)Nc1cccc(Cl)c1	-2	1	1.5	3	8	-1	5	2	0
CCn1c(CNC(=O)c2ccc(Cl)cc2)nnc1SCC(=O)N1CCOCC1	7	1	-0.1	0	7	1	-1	-2	4
Cc1nc(-c2ccc(S(=O)(=O)Nc3ccc(S(N)(=O)=O)cc3)cc2)co1	21*	1	2.7	-16	14*	-1	0	2	-8
O=c1c2c(nc3c(-c4ccc(Cl)cc4)c[nH]n13)CCCC2	-2	-1	-3.8	7	0	-2	5	0	3
Cc1ccc(O)c(C2=NCCNC(C(F)(F)C(F)F)=C2)c1	0	2	0.5	4	9	-3	5	2	-9
NC(CSC1(c2ccccc2)c2ccccc2-c2ccccc21)C(=O)O (stereo unspecified)	-9	-1	-3.1	10	4	-2	16	·	-6
COCCNc1nc(NCc2cnc(C)cn2)c2sccc2n1	-2	1	·	5	5	-1	·	·	-9
O=C(Nc1cccc([N+](=O)[O-])c1)c1ccn[nH]1	1	2	-0.3	6	-1	-1	5	5	-4
COc1ccccc1NC(=O)CCSCCC(=O)Nc1ccccc1OC	-2	3	-3.1	1	3	0	13	-3	4
CC(C)(C#N)NC(=O)C(=O)c1c(-c2ccccc2)cc2ccccn12	0	0	-0.1	0	-7	-1	3	4	-2
O=C(NC1CCCC1)C(c1cccs1)N(Cc1ccco1)C(=O)Cn1nnc(-c2cccs2)n1 (stereo unspecified)	-3	2	1.2	10	4	-4	23	6	-11
COc1ccc(-c2nc(NC(=O)c3ccc(OCC(=O)N4CCOCC4)c(OC)c3)sc2C)cc1	-11	6	-2.0	3	6	-2	-5	3	-8
CCc1nc2ccccc2c(C(=O)OCC(=O)C(C)(C)C)c1C	-7	6	3.2	13	0	-6	-40	2	6
CC(C)CCNC(=O)c1cccc(S(=O)(=O)N2CCc3ccccc32)c1	-9	2	0.6	2	-5	-5	-16	0	-3
Cc1ccc(Oc2cnn(-c3ccccc3)c(=O)c2Br)cc1	3	-2	0.4	8	-3	-10	31	-6	2
CCC(C)Sc1ccc([C@H]2N[C@@](Cc3ccccc3)(C(=O)OC)[C@H]3C(=O)N(C)C(=O)[C@@H]23)cc1 (stereo partly specified)	1	2	0.7	5	3	-1	6	4	-9
COc1ccccc1OCc1nc(-c2cccc([N+](=O)[O-])c2)no1	-5	4	-2.2	-2	-7	-7	12	6	-4
CC(=O)N1CCN(C(=O)c2ccc3oc(CCCc4ccccc4)nc3c2)CC1	1	1	0.6	13	3	-1	21	1	-1
Cc1[nH]c2ccccc2c1/C=N/NC(=O)c1cccc([N+](=O)[O-])c1	-5	3	-2.2	8	1	-2	2	3	3
O=C(c1ccc2ccccc2c1)N1CCc2ccccc21	4	-1	0.8	0	-5	-4	8	3	4
Cc1ccc(S(=O)(=O)CCC(=O)OCC(=O)N(C)Cc2ccccc2)cc1	1	1	-2.1	2	9	-2	13	·	-27
CCOc1ccc(NC(=O)c2c(NC(=O)CN3CCN(C)CC3)sc3c2CCC3)cc1	4	1	·	-8	3	-5	·	-3	-11
COc1ccc(/C=N/OCC(=O)N2CC3(C)CC2CC(C)(C)C3)cc1 (stereo unspecified)	-5	1	-1.1	16	-10	1	5	0	8
Cc1ccc(CNC(=O)CSc2ccsc2[N+](=O)[O-])cc1	1	0	-7.3	9	-2	-8	24	4	-8
CCC(NC(=O)Nn1cnnc1)(C(F)(F)F)C(F)(F)F	3	0	-0.1	-3	2	1	21	-4	-1
